# Assay outcomes from PubChem BioAssay.
# C-LANA FP: blocks KSHV LANA C-terminal domain binding to DNA; MBP-C-LANA/FAM-LBS DNA binding, fluorescence polarization; inhibition, % at 9 µM; 340,000 compounds, 0.078% hits; AID 504423;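 active = highest replicate inhibition at or above 60% at 9 µM, even if other replicates fall short; inactive = all replicates below 60% inhibition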;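 also: 0% = neutral control wells and 100% = 4 µM acridine orange control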
# PfHsp90 set2: inhibits growth of yeast expressing Plasmodium falciparum Hsp90. S. cerevisiae expressing PfHsp90, BacTiter-Glo ATP, 48 h; yeast lacking PDR1 and PDR3 efflux regulators. inhibition, % at 9.4 µM. 310,000 compounds, 0.32% hits;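 active = every replicate shows inhibition above about 80%, whatever the replicate mean, limit read from the data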;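 also: 0% = DMSO neutral controls and 100% = 20 µM radicicol positive controls; yeast relying on Plasmodium falciparum Hsp90 in place of its own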
# Keap1-Nrf2 PPI: Keap1-Nrf2 (human) interaction inhibition | Keap1 Kelch-Nrf2 peptide fluorescence polarization, 1536-well | inhibition, % at 9.4 µM | 340,000 compounds, 0.15% hits; in the data active = inhibition above about 12%;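 also: human Keap1 Kelch domain with fluorescein labeled Nrf2 9mer peptide probe; 0% = neutral control wells and 100% = peptide positive control; higher means more block of Keap1 binding to Nrf2 peptide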
# Target sequence (Q14145 whole entry, looked up, the tested form may be a part): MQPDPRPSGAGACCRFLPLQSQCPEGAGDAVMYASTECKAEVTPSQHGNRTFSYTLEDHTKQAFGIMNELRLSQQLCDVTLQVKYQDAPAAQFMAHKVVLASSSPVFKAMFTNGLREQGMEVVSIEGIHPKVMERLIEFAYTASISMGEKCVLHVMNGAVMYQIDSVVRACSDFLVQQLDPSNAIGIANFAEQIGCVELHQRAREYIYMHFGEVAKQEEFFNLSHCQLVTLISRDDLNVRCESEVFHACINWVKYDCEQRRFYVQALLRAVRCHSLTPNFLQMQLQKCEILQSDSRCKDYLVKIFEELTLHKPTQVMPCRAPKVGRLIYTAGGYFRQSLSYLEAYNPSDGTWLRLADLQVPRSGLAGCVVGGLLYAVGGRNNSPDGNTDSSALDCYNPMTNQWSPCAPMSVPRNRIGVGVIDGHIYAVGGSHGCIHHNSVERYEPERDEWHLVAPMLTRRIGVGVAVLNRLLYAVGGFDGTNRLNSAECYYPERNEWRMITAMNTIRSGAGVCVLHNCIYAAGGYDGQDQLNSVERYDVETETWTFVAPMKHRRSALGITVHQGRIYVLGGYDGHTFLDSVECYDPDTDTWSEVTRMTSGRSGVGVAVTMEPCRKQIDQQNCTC
# dFosB act: enhances mouse delta FosB homodimer DNA binding; P13346; purified delta FosB, TAMRA-CDK5 oligo fluorescence polarization; percent of positive-control signal above neutral wells; activation, % at 25 µM; 340,000 compounds, 0.99% hits; AID 493131;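 active = mean activation above about 17%, with every replicate also reaching it, limit read from the data, passing the limit was not always enough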;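 also: fluorescence polarization rise as delta FosB binds a TAMRA Cdk5 AP-1 oligo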
# Target sequence (P13346 whole entry, looked up): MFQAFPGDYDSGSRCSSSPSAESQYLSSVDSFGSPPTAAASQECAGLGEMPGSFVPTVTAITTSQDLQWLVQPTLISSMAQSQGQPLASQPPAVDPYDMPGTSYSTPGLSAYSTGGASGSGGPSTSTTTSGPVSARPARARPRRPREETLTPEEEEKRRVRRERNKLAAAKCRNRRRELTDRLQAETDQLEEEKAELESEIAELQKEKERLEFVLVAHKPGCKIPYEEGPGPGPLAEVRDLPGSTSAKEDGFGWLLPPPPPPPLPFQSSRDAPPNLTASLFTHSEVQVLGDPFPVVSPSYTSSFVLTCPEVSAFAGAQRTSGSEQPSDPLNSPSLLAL
# Rtt109 HAT inh: inhibitors of Candida albicans Rtt109/Vps75 histone acetyltransferase; AID 540336; Q5AAJ8; purified Rtt109/Vps75, ThioGlo CoA-SH fluorescence, 4 h; 330,000 compounds, 0.16% hits; inhibition, % at 34.9 µM;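 active = inhibition of at least 50% in every replicate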
# Cardiac RTF inh: cardiac RTF calcium desensitization; IANBD-labeled cardiac RTF, Ca2+ fluorescence; inhibition, % at 7.15 µM; 340,000 compounds, 0.12% hits; AID 493244;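 active = inhibition above the mean inhibition of all tested compounds plus 3 SD, cut at about 17% in these data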;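 also: assay run at fixed EC70 calcium of 1.6 mM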
# PvdQ acylase: blocks Pseudomonas aeruginosa PvdQ acylase activity | 340,000 compounds, 0.063% hits | inhibition, % at 10 µM | purified PvdQ acylase, fluorescence plate reader; in the data active = inhibition above about 30%, passing the limit was not always enough;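 also: 0% = vehicle neutral wells and 100% = reference inhibitor wells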
# SUMO Mot1 rescue: inhibitors of SUMOylation pathway: yeast Mot1-301 growth rescue; growth rescue, % at 18.8 µM; 320,000 compounds, 1% hits; AID 2716; S. cerevisiae Mot1-301 growth rescue, ATP luminescence, 38.5C; percent above DMSO median, 100 means doubled;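 active = every valid replicate shows activation above 250% relative to neutral control wells; inactive = the rest, any valid replicate at or below 250%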;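 also: OY570 slx delta 5 strain wells were the positive control but not used for scaling; some compounds called inactive have numbers as strong as hits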
# NSD2 HMT inh: NSD2 (human) methyltransferase inhibition | O96028 | NSD2 peptide methylation, AlphaScreen, 120 min | inhibition, % at 12.5 µM | 310,000 compounds, 0.54% hits; in the data active = inhibition above about 50%
# CDK5 p35 inh: CDK5/p35 (human) kinase inhibition. Q00535+Q15078. Recombinant CDK5/p35, ADP-Glo luminescence, 60 min. inhibition, % at 10 µM. 330,000 compounds, 0.01% hits;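 active = highest replicate inhibition of at least 50% and at least 75% of replicates reaching 50%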;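 also: plate controls were DMSO neutral control for no effect and GW8510 at 10 µM for full effect; many of its hits are not listed in these tables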
# RTF Ca sens act: increases calcium sensitivity of human cardiac regulated thin filaments. P19429+P45379. IANBD-labeled TnC RTF fluorescence at EC20 calcium; 0% EC20 calcium, 100% full calcium. activation, % at 7.2 µM. 340,000 compounds, 0.24% hits. AID 493008;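 active = activation above the mean over all tested compounds plus 3 SD, cut at about 30% in these data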;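 also: rise in fluorescence read as greater calcium sensitivity of cardiac thin filaments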
# * = called active by the depositor; / = not tested or not shown.
SMILES	C-LANA FP	PfHsp90 set2	Keap1-Nrf2 PPI	dFosB act	Rtt109 HAT inh	Cardiac RTF inh	PvdQ acylase	SUMO Mot1 rescue	NSD2 HMT inh	CDK5 p35 inh	RTF Ca sens act
Cc1cc(-c2ccccc2)nc(N2CCN(c3ccccn3)CC2)n1	0.8	8	3	-1	1	1	-4	4	0	0.3	4
Cc1ccccc1CN1CCNC(=O)C1CC(=O)NCCC1=CCCCC1 (configuration not stated)	1.0	12	0	-4	8	-7	-10	-4	3	-0.2	-5
CC(C)CCN(C(=O)CNC(=O)c1ccco1)C(C(=O)NC1CCCCC1)c1cccnc1 (configuration not stated)	0.8	-18	0	-7	4	3	-10	-11	-1	-0.1	-6
O=[N+]([O-])c1ccc2c(c1)Cc1cc(F)ccc1-2	1.5	/	-7	2	4	-1	87*	/	6	-1.1	2
Cc1ccc(N(CC(=O)N2CCOCC2)S(C)(=O)=O)cc1C	-0.7	/	-2	2	6	-1	-7	-6	-2	0.0	-8
O=C(c1cccs1)N(c1ccc(Cl)cc1)C1C=CS(=O)(=O)C1 (configuration not stated)	-1.0	-1	-3	-1	11	4	0	8	12	1.1	4
COc1ccc(CNC(=O)CSc2nccn(-c3ccc(F)c(F)c3)c2=O)cc1	1.0	-3	-7	6	3	2	-16	3	-1	0.3	4
CC(C)=CCN1CCN(Cc2cccn2-c2ccccn2)CC1CCO (configuration not stated)	-2.4	15	3	1	-1	-4	-1	-30	-2	-1.8	3
CCNC(=S)NNC(=O)c1c(Cl)c(C)nn1C	-0.2	4	-1	-4	-2	-3	-4	-16	6	-0.8	-1
COc1cc(/C=N/NC(=O)c2csc3c2CCCC3)cc(OC)c1O	0.0	8	-2	-9	-12	-8	-7	-1	1	2.1	3
O=C1CCC(/C=C/c2ccccc2)=NN1Cc1ccccc1Cl	-2.9	/	0	-5	4	-7	6	33	-1	-0.3	-2
CNc1nc2ccccc2n1N	1.2	-4	-5	-1	2	-4	-4	3	-3	-0.4	0
CCn1c(/C=C2\C(=O)N(C(C)C)c3ccccc32)nc2ccccc2c1=O	0.2	-12	-5	-19	-11	-20	2	11	13	-0.3	7
CCc1ccc(C(=O)NCc2ccc(Cl)cc2)cc1	-0.7	-12	-1	-4	0	-8	2	14	-1	0.1	1
O=C(CCSc1ccccc1)Nc1nccs1	0.1	-4	0	1	28	-9	10	-7	0	1.6	4
Cc1ccc(S(=O)(=O)Nc2nc(C)cc(-n3nc(C)cc3C)n2)cc1	-1.1	-70	-5	-1	-6	-3	-6	-15	-2	-16	6
O=C(Cc1cccs1)N1CCC(c2nc3c(nnn3Cc3ccccc3)c(=O)[nH]2)CC1	-1.6	12	-3	-17	8	-6	-13	-15	1	-0.9	3
COc1ccc(CCNC(=O)CSc2nc3ccsc3c(=O)n2CC2CCC(C(=O)O)CC2)cc1OC (configuration not stated)	0.1	-4	-2	-1	2	-4	-9	-6	0	-1.9	1
COc1cc(NC(=O)CN2C(=O)COc3ccc(S(=O)(=O)N4CCOCC4)cc32)cc(OC)c1	-0.7	0	0	-8	4	-6	-11	-1	-2	-1.3	-3
CCN(CC)C(=O)Cn1cc(S(=O)(=O)Cc2cccc([N+](=O)[O-])c2)c2ccccc21	-1.0	-9	-3	-10	-2	3	-9	9	-1	0.1	-5
COC(=O)c1c(SCc2ccc(C#N)cc2)nc(=O)[nH]c1C	-0.9	-19	-1	-16	-17	-6	-16	0	-3	-1.5	5
O=S(=O)(CCN1C=CC(C(F)(F)F)=NCC1)c1ccc(Cl)cc1Cl	3.5	5	-5	-1	9	-10	6	3	3	-0.2	-1
CC(OC(=O)c1cn(-c2ccccc2)nc1-c1cccnc1)C(N)=O (configuration not stated)	1.0	9	-4	2	1	-3	-2	11	-2	1.2	-4
CCOC(=O)N1CCN(C(=O)C2CCN(S(C)(=O)=O)CC2)CC1	-0.4	-21	-3	2	16	1	-11	163	-1	-1.4	5
CCN(CC)S(=O)(=O)c1ccc2c(c1)c(=O)c(C(=O)NCc1ccco1)cn2C	1.6	-27	-5	-23	-1	4	1	-4	1	1.5	-4
C=CCc1cccc(C=Nc2cc(Br)ccc2O)c1O	0.0	15	-4	-7	-3	-6	-19	34	-1	1.2	3
CC(C)OCCCNC(=S)Nc1ccc2nc3n(c(=O)c2c1)CCCCC3	0.5	-4	-1	3	1	4	2	12	-1	0.0	1
CN(C)C(CNc1ccc(S(C)(=O)=O)cc1[N+](=O)[O-])Cc1ccccc1 (configuration not stated)	-2.3	20	2	-1	11	12	0	96	20	-0.7	-3
CCCCn1c(N)c(N(CC)C(=O)c2ccc([N+](=O)[O-])c(C)c2)c(=O)[nH]c1=O	-2.5	-5	0	-3	10	-9	17	2	2	1.2	-1
Cc1nc([N+](=O)[O-])c(C(=O)OCc2ccc(C#N)cc2)n1C	4.1	2	-2	-11	-10	-3	-7	-18	0	-6.6	-1

# Record cards, from the list above:
# Listed for `Cc1ccccc1CN1CCNC(=O)C1CC(=O)NCCC1=CCCCC1` (configuration not stated) = C-LANA FP: 1.0; PfHsp90 set2: 12; Keap1-Nrf2 PPI: 0; dFosB act: -4; Rtt109 HAT inh: 8; Cardiac RTF inh: -7; PvdQ acylase: -10; SUMO Mot1 rescue: -4; NSD2 HMT inh: 3; CDK5 p35 inh: -0.2; RTF Ca sens act: -5
# Listed for `COc1ccc(CNC(=O)CSc2nccn(-c3ccc(F)c(F)c3)c2=O)cc1` = C-LANA FP: 1.0; PfHsp90 set2: -3; Keap1-Nrf2 PPI: -7; dFosB act: 6; Rtt109 HAT inh: 3; Cardiac RTF inh: 2; PvdQ acylase: -16; SUMO Mot1 rescue: 3; NSD2 HMT inh: -1; CDK5 p35 inh: 0.3; RTF Ca sens act: 4

# More structures follow:
SMILES	C-LANA FP	PfHsp90 set2	Keap1-Nrf2 PPI	dFosB act	Rtt109 HAT inh	Cardiac RTF inh	PvdQ acylase	SUMO Mot1 rescue	NSD2 HMT inh	CDK5 p35 inh	RTF Ca sens act
Cc1cccc(NC(=O)C(C)SCc2ccccc2)c1 (configuration not stated)	-0.6	2	0	-3	10	-7	-18	2	-2	1.3	1
COC(=O)C(Cc1ccccc1)OS(N)(=O)=O (configuration not stated)	-0.8	-5	-2	7	11	1	6	-10	/	2.4	-3
CCC1CCCCN1C(=O)COC(=O)CN(C)S(=O)(=O)c1ccc(NC(C)=O)cc1 (configuration not stated)	/	11	/	1	/	-9	1	-9	0	-0.1	-3
CC(=O)NC1C(=O)N(Cc2ccccc2)c2ccc(Br)cc21 (configuration not stated)	0.4	1	2	-2	-1	4	-7	9	/	0.9	-5
COc1ccc(C(=O)c2sc(Nc3cccc(OC)c3)c(C(=O)Nc3cccc(C)c3C)c2N)cc1	-1.4	-17	0	-15	-6	0	6	-17	0	-1.7	3
COc1ccc2[nH]c(=O)c(CN(CCc3ccccc3)Cc3nnnn3CC3CCCO3)cc2c1 (configuration not stated)	1.0	2	-6	-8	5	-10	-6	-8	-3	-1.6	-3
CCC(=O)NNc1ncnc2c1cnn2-c1ccccc1	-0.5	-3	-4	-7	1	-2	-18	-30	0	1.2	1
O=C(Nc1nc2ccccc2n1CCN1CCCC1)c1ccc(Cl)cc1	0.0	4	-3	-1	-9	0	3	5	2	1.7	-5
CCOC(=O)C1CCN(c2nc3ccccc3n2CC(=O)c2ccccc2)CC1	-1.4	4	8	-8	-2	-11	-7	-10	3	-4.3	1
CCCCCCNc1c([N+](=O)[O-])cc(C)cc1[N+](=O)[O-]	0.3	/	-1	2	6	-2	-3	17	53*	-0.3	0
O=C(NCc1cccnc1)Nc1ccc(Cl)c(Cl)c1	-0.2	21	-1	3	4	2	-17	11	-1	0.2	6
Cc1ccc(-c2cc(N)n(-c3ccc(F)cc3)n2)cc1	0.0	/	3	-7	7	4	-3	120	4	-0.1	0
CN1C(=O)[C@H]2[C@@H](/C=C/c3ccccc3)N3C(=O)CN(Cc4ccc(-c5ccccc5)cc4)C(=O)[C@@]3(Cc3ccccc3)[C@H]2C1=O	0.0	5	-5	-2	1	-1	-7	62	/	-1.5	-1
Cc1ccc(NC(=O)CSc2nnc(-c3ccncc3)o2)cc1	2.1	/	-3	-2	3	1	4	456	-1	-0.5	-3
CCN(c1ccccc1)S(=O)(=O)c1ccc2c(c1)N(C(C)=O)CCS2	0.4	11	-7	-12	6	3	-16	0	-1	-0.6	-2
CCN1C(=O)[C@H]2[C@@H](c3ccc(-c4cccc(Cl)c4)cc3)N[C@@](C)(C(=O)OC)[C@H]2C1=O	-1.1	-14	1	-9	-2	-17	-6	1	/	-0.9	-10
COc1cccc2c(=O)c(SC(F)(F)C(F)C(F)(F)F)c(C)[nH]c12 (configuration not stated)	-0.8	4	1	-7	14	-1	3	27	1	-0.2	1
O=C1C2C3C=CC(C3)C2C(=O)N1/N=C/c1cn(Cc2ccccc2)c2ccccc12 (configuration not stated)	0.7	28	-3	3	3	-7	-15	-11	-1	2.3	-6
COc1cc(OC)c(C(=O)OCC(=O)N(Cc2ccccc2)C(C)(C)C)cc1OC	3.6	-6	1	-14	-9	9	-5	30	0	0.6	2
COc1ccc(-c2nnn(CC(=O)N3CCN(c4ccccc4OC)CC3)n2)cc1	0.0	-7	3	-1	6	5	-4	-5	2	-1.7	0
O=C(NCc1ccccc1)c1ccc(N2C(=O)C3CCCCC3C2=O)cc1 (configuration not stated)	0.7	-1	-3	-2	-3	0	12	3	1	2.0	2
C=CCn1c(COc2ccc(F)cc2)nnc1SCC(=O)NC1CCS(=O)(=O)C1 (configuration not stated)	-0.2	2	-5	-2	11	-7	14	202	0	1.1	-1
O=C(CCc1ccccc1Cl)N1CCN(S(=O)(=O)c2ccccc2)CC1	0.6	-16	-4	-2	-1	-4	-10	-4	3	-1.3	-1
Cc1ccc(CNC(=O)CN2CCN(Cc3ccc(C)cc3)C2=O)cc1	1.2	-2	-8	2	6	-8	-13	188	-2	0.3	3
Cc1cc(CN(C)C(=O)c2cc(COc3ccc(C)c(C)c3)on2)n[nH]1	-0.2	-1	-3	-6	7	-3	3	3	21	-0.1	1
Cc1onc(C(=O)NCc2ccc(F)cc2)c1[N+](=O)[O-]	0.5	6	-5	6	-4	8	-6	57	-2	0.3	-4
Nc1nnc(-c2ccccc2F)s1	-1.3	-7	-2	0	1	/	-8	1	-7	1.2	/
COc1ccc(COC(=O)NC2CCN(S(=O)(=O)c3ccc(OC)cc3)CC2)cc1	0.5	2	0	-1	-3	3	-6	/	-1	0.1	-1
COc1ccccc1C(=O)Nc1ccc(-c2nnn(CC(=O)N3CCOCC3)n2)cc1	1.6	/	-2	-18	10	-8	13	2	0	2.1	-8
CNS(=O)(=O)c1cc(C(=O)O)ccc1OC	-0.5	-4	1	8	3	-4	-5	-10	-1	-0.9	1
CCOC(=O)c1c(NC(=O)CN2CCCCC2)sc(CN(C)C)c1-c1ccccc1	0.2	13	-4	1	38	-7	3	-11	6	0.4	5
CN(C)N1C(N)=C(C#N)C(c2ccccc2F)C2=C1CC(C)(C)CC2=O (configuration not stated)	0.7	11	-3	-9	-6	-11	-12	54	0	1.0	-1
